# M1 ag – M1 muscarinic receptor agonism; B-score at 10 µM; CHO-M1 cells, Fluo-4 calcium fluorescence, agonist mode; hits give high values; 3% of 64,000 active;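 active = fluorescence rise, raw or as B-score row- and column-corrected plate score, outside the 99.7% band of its plate's samples, either direction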
# 5HT1E antag – antagonists of human 5-HT1E serotonin receptor; P28566; CHO 5-HT1E Ga15 NFAT-bla reporter, FRET, antagonist; inhibition, % at 6 µM; 0.99% of 65,000 active; AID 571;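 active = inhibition above a set limit, the mean inhibition across every tested compound plus 3 SD, cut at about 29% in these data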;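 also: signal is the 460 over 535 nm emission ratio of beta-lactamase substrate; 0% = agonist plus DMSO wells and 100% = wells without agonist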
# S1P3 agonist – agonists of human S1P3 receptor; activation, % at 4.5 µM; 0.1% of 60,000 active; S1P3 NFAT-BLA reporter cells, agonism, FRET ratio; relative to 1 µM S1P, basal subtracted; AID 373;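 active = activation above the screen-wide mean plus 3 SD, cut at about 4.5% in these data, passing the limit was not always enough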; also: some compounds called inactive have numbers as strong as hits
# Target sequence (Q99500 whole entry, looked up): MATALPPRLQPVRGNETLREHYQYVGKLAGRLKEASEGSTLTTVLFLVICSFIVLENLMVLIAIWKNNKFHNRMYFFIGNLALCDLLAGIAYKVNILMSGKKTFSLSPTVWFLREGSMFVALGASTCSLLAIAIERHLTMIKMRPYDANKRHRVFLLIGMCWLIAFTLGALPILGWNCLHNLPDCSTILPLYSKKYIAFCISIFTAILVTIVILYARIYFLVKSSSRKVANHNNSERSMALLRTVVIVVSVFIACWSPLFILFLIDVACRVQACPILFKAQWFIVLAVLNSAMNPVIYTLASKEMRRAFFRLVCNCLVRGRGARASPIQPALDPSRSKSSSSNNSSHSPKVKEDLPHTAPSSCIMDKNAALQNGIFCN
#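 Assay system: stable CHO line with human S1P3, Gα16, NFAT-BLA reporter; Detection: FRET β-lactamase substrate fluorescence, excitation 405 nm, 460/535 nm emission ratio, background-subtracted; Read-out: percent activation versus median 1 µM S1P response, basal-subtracted, per plate; Incubation: cells plated overnight, compound 4 h 37 °C, substrate 2 h RT.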
# HTR1E agonist – agonists of human 5-HT1E serotonin receptor. CHO 5-HT1E Ga15 NFAT-bla reporter, FRET; 0% DMSO wells, 100% control agonist wells. 0.69% of 65,000 active. P28566. activation, % at 6 µM;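 active = activation above a set limit, the screen-wide mean activation plus 3 SD, cut at about 8.5% in these data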;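 also: 100% = positive control agonist at 1 µM giving full maximal response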
# HEK293 NFkB inh – lowers PMA/ionomycin-induced NF-kB signal in HEK293 cells; 0.21% of 62,000 active; AID 465; inhibition, % at 3 µM; HEK-293 NF-kB luciferase reporter, luminescence;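 active = inhibition above the mean of all tested compounds plus 3 SD, cut at about 40% in these data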;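 also: 0% = stimulated DMSO wells and 100% = 10 µM reference inhibitor 5653914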
#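 Material: HEK-293 cells with stable firefly luciferase reporter driven by four HIV NF-kB elements / Also added: PMA plus ionomycin mix as NF-kB-activating stimulus / Compound dosing: 3 µM once, 0.30% DMSO / Times: 1 h pretreatment, 16 h stimulation, 37 °C / Signal: luminescence / Evaluation: per-plate % inhibition versus controls / Benchmarks: DMSO and 10 µM reference inhibitor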
# S1P1 ag-PAM – activates or potentiates agonism at human S1P1 receptor | S1P1 CRE-bla cells, forskolin, beta-lactamase FRET, potentiator mode; S1P1 agonist co-added at EC20, 2 nM; 100% = saturating reference agonist, 0% = basal | activation, % at 9.5 µM | 0.57% of 56,000 active;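 active = activation above a cutoff set at the mean activation of all tested compounds plus 3 SD, cut at about 54% in these data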;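 also: forskolin at 4 µM as EC80 and the EC20 agonist is SEW2871; 100% = SEW2871 at its EC100 plus forskolin at EC80; some compounds past the cut are filed as inactive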
# Target sequence (P21453 whole entry, looked up): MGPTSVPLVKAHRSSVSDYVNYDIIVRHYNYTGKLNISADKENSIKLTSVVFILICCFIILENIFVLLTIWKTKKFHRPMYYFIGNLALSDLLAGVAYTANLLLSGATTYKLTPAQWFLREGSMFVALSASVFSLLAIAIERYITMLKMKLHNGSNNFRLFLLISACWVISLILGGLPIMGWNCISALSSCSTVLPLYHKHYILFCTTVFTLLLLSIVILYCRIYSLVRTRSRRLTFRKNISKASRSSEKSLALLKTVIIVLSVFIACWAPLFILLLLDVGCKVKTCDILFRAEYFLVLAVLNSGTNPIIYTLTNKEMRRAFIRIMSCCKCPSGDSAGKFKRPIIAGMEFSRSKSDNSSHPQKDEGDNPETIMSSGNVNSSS
# Jurkat tox 60K – cytotoxicity toward Jurkat cells; Jurkat E6.1 viability, ATP luminescence, 48 h; inhibition, % at 4 µM; 1.2% of 56,000 active; AID 463;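 active = inhibition above the mean inhibition of all tested compounds plus 3 SD, cut at about 28% in these data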
# HER2 expr 66K – lowers expression of human Her2 kinase. AID 645. 0.69% of 65,000 active. SKBR-3 HER2 protein level, AlphaScreen, 18-24 h; hits give low values. HER2 level % of control, % at 10 µM;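 active = HER2 level under 5% of the carrier-only control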;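 also: 100% = DMSO carrier and 0% = 500 nM PU-H71 HSP90 inhibitor; lower value means stronger loss of Her2 protein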
# M1 antag – antagonists of rat M1 muscarinic receptor; B-score at 10 µM; AID 628; P08482; CHO-M1 cells, Fluo-4 calcium, ACh EC80 antagonist mode; hits give low values; 3.4% of 64,000 active;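 active = calcium fluorescence response, raw or row-and-column corrected B-score, differing from the plate sample mean either way at a set confidence level, mostly lower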
# The depositor's hits bear a star; . = not tested or not shown.
No.	Molecule	M1 ag	5HT1E antag	S1P3 agonist	HTR1E agonist	HEK293 NFkB inh	S1P1 ag-PAM	Jurkat tox 60K	HER2 expr 66K	M1 antag
1	COc1ccc(OC)c(C2CC(=O)N3CN(c4ccc(C)c(Cl)c4)CSC3=C2C#N)c1 (centres undefined)	-0.4	-1	0.2	0.2	4	-22	2	97	0.41
2	CC(=O)Oc1ccc(C)cc1N1C(=O)c2ccc(C(=O)O)cc2C1=O	0.12	1	-1.2	-0.6	2	-14	-10	93	-0.7
3	CCC(Oc1ccccc1)C(=O)Nc1cc(C)on1 (centres undefined)	1.9	7	-0.4	-0.4	12	-10	-6	88	0.59
4	CC1(C)Cc2cccc(OCC(=O)N3CCN(S(=O)(=O)c4ccccc4F)CC3)c2O1	0.45	-8	-0.1	0.5	-1	-28	4	93	-0.86
5	CC(C)n1cc(/C=C(\C#N)S(=O)(=O)c2ccccc2)c2ccccc21	0.02	-3	-0.5	1.6	-4	-14	-3	98	0.26
6	COc1ccc(OC)c(C(c2nnnn2C2CCCC2)N2CCN(c3ccccc3F)CC2)c1 (centres undefined)	-0.88	1	1.8	0.4	7	22	5	100	0.035
7	COc1ccccc1C(=O)N1CCN(Cc2ccc3c(c2)OCO3)CC1	0.0085	2	-1.9	8.8*	.	-6	.	125	0.74
8	CC[n+]1ccc(C)c2cc(S(=O)C(F)(F)F)ccc21 (centres undefined)	0.4	-6	0.7	-0.6	4	-18	10	97	-0.17
9	CN(C)CCCN1C(=O)C(=O)/C(=C(/O)c2ccncc2)C1c1ccccc1 (centres undefined)	-0.27	2	-1.3	0.0	7	-9	-7	86	-1.2
10	Cc1ccc(OCCCC(=O)Nc2ccc3c(c2)OCO3)cc1	0.02	-5	-1.1	-0.9	16	-15	2	84	0.01
11	O=C(CN1CCC(n2nnc3cc(C(F)(F)F)ccc32)CC1)Nc1ccc2c(c1)OCCO2	-0.89	-6	-0.5	0.1	21	-5	-3	78	0.0036
12	COc1ccc(OCC(O)CNc2ccc(Br)cc2)cc1 (centres undefined)	0.054	-9	-0.6	-0.8	14	17	4	84	-0.029

# 4 records picked at random from the list so far:
No.	Molecule	M1 ag	5HT1E antag	S1P3 agonist	HTR1E agonist	HEK293 NFkB inh	S1P1 ag-PAM	Jurkat tox 60K	HER2 expr 66K	M1 antag
8	CC[n+]1ccc(C)c2cc(S(=O)C(F)(F)F)ccc21 (centres undefined)	0.4	-6	0.7	-0.6	4	-18	10	97	-0.17
5	CC(C)n1cc(/C=C(\C#N)S(=O)(=O)c2ccccc2)c2ccccc21	0.02	-3	-0.5	1.6	-4	-14	-3	98	0.26
2	CC(=O)Oc1ccc(C)cc1N1C(=O)c2ccc(C(=O)O)cc2C1=O	0.12	1	-1.2	-0.6	2	-14	-10	93	-0.7
3	CCC(Oc1ccccc1)C(=O)Nc1cc(C)on1 (centres undefined)	1.9	7	-0.4	-0.4	12	-10	-6	88	0.59

# Next results:
No.	Molecule	M1 ag	5HT1E antag	S1P3 agonist	HTR1E agonist	HEK293 NFkB inh	S1P1 ag-PAM	Jurkat tox 60K	HER2 expr 66K	M1 antag
13	O=C1C=C(OCc2ccccc2)CN1	0.56	7	-0.4	-0.3	2	-1	-2	134	0.72
14	CCOc1ccc(S(=O)(=O)NCCC(=O)OCN2C(=O)c3ccccc3C2=O)cc1	-0.016	-11	-1.1	-0.2	13	-7	2	94	-1.4
15	Cc1cccc(C)c1NC1=NC2(CCCCC2)N=C(N)N1	-0.014	-8	0.2	-0.9	5	-1	3	92	-1.2
16	CCOC(=O)C(NCc1ccc2c(c1)OCO2)(NC(=O)CC)C(F)(F)F (centres undefined)	-0.44	13	-1.3	0.6	16	5	4	93	-0.57
17	CSCCC(N=CC1=C(O)CC(C)(C)CC1=O)C(=O)O (centres undefined)	-0.0094	-6	-0.1	-0.1	4	.	4	98	0.33
18	COc1ccc(OC)c(S(=O)(=O)Nc2ccc(C(N)=O)cc2)c1	-0.55	1	-0.4	-0.2	16	30	5	139	1.3
19	CCOc1ccc(C(C)=O)cc1N1C(=O)C2C3C=CC(C3=C(C)C)C2C1=O (centres undefined)	.	-10	0.1	0.4	24	-6	2	83	.
20	COCCn1c(Cc2ccccc2)nnc1SCC(=O)NC(C)(C)C	-0.084	-6	-0.4	-0.7	20	2	12	105	0.2
21	COCc1nnc(NS(=O)(=O)c2ccc(C)cc2)s1	-1.1	3	-0.6	-0.1	12	-4	-2	107	-0.044
22	CCOc1ccc(CNc2ccc3c(c2)ncn3C)cc1	-0.025	-3	-0.6	-0.8	7	-24	2	-17*	-0.4
23	O=C(C1CCCCC1)N1CCC(c2nc3c(nnn3Cc3c(F)cccc3Cl)c(=O)[nH]2)CC1	-1.2	2	-0.6	-0.1	-7	3	4	80	-0.28
24	COc1ccc(-n2c(Cn3c(=O)sc4ccccc43)nnc2SCC(N)=O)cc1	-0.83	11	-1.2	-0.2	11	-19	0	72	0.55

# Reformatted with values under each structure: three of the compounds above.
# Order of results – M1 ag | 5HT1E antag | S1P3 agonist | HTR1E agonist | HEK293 NFkB inh | S1P1 ag-PAM | Jurkat tox 60K | HER2 expr 66K | M1 antag
19	CCOc1ccc(C(C)=O)cc1N1C(=O)C2C3C=CC(C3=C(C)C)C2C1=O (centres undefined)
→ . | -10 | 0.1 | 0.4 | 24 | -6 | 2 | 83 | .
20	COCCn1c(Cc2ccccc2)nnc1SCC(=O)NC(C)(C)C
→ -0.084 | -6 | -0.4 | -0.7 | 20 | 2 | 12 | 105 | 0.2
21	COCc1nnc(NS(=O)(=O)c2ccc(C)cc2)s1
→ -1.1 | 3 | -0.6 | -0.1 | 12 | -4 | -2 | 107 | -0.044

# Carrying on.
No.	Molecule	M1 ag	5HT1E antag	S1P3 agonist	HTR1E agonist	HEK293 NFkB inh	S1P1 ag-PAM	Jurkat tox 60K	HER2 expr 66K	M1 antag
25	Cc1ccc(C)c(-n2c(N)c(C(N)=O)sc2=S)c1	0.18	-7	-0.5	1.0	17	-20	8	71	0.12
26	Cc1ccc(S(=O)(=O)N(C)CCCC(=O)Nc2ccccn2)cc1	-0.9	0	-0.5	0.0	26	-10	9	71	0
27	COc1ccc(C2=NCC(CSc3nnc(-c4ccc5c(c4)OCO5)o3)S2)cc1 (centres undefined)	-0.064	-27	-0.3	0.1	12	37	0	126	-0.088
28	Nc1nc2n(n1)C(c1ccco1)CC(c1ccccc1)N2 (centres undefined)	-0.99	-6	-0.4	0.7	-5	-17	-3	74	-1.6
29	COc1cccc(OC)c1C(=O)N1CC(C)OC(C)C1 (centres undefined)	0.53	-6	0.2	0.9	5	2	-5	90	0.34
30	O=C(COc1ccc(CO)cc1)Nc1ccc(F)cc1	-0.021	-5	-0.6	1.1	9	5	-4	100	-1.2
31	CCOC(=O)C1C(=O)CC(C)(O)C(C(=O)OCC)C1/C=C/c1ccccc1 (centres undefined)	2.9*	-7	-2.8	-0.5	21	-9	7	110	-0.7
32	Cc1cccn2c(=O)c3cc(C(=O)N4CCCc5ccccc54)n(C)c3nc12	-0.14	6	-0.2	-0.4	12	-10	6	75	-0.16
33	Cc1ccccc1CSc1nc2n(n1)C(c1cccs1)C1=C(CCCC1=O)N2 (centres undefined)	0.57	1	.	-1.3	13	.	.	86	2.6
34	Cc1cccc(C)c1OCc1nnc2c3cnn(C)c3ncn12	1.5	-6	.	0.8	10	.	.	91	0.027
35	COc1ccccc1OCC(=O)Nc1cccc(C(=O)N2CCOCC2)c1	1.3	-8	0.3	-0.5	17	-16	5	107	-0.69
36	CCOC(=O)CCSc1nc(C)c2ccccc2n1	-0.012	-16	-0.3	-0.3	-1	-16	6	105	-1.5
37	C/C=C/Cn1c(SC)nc2c1c(=O)[nH]c(=O)n2C	-0.57	14	-0.7	0.3	11	-13	6	111	0.061
38	Cc1cc(NC(=O)c2cc(CC(C)C)on2)no1	0.54	5	-0.3	0.0	-2	-8	6	90	0.05
39	CC(C)C(=O)Nc1ccc(C(=O)NCc2cccnc2)cc1	0.064	3	0.6	0.6	12	-22	82*	77	0.099
40	CCSc1nc(N)c(C#N)c(-c2ccccc2Cl)c1C#N	1.2	5	-2.0	0.2	.	4	.	124	0.63
41	Cc1ccc(-c2nc(CS(=O)CC(=O)NCc3ccc(Cl)cc3)c(C)o2)cc1 (centres undefined)	-0.012	7	-1.1	0.4	14	30	9	86	1
42	COc1cccc(OCC(O)CN2CCC(C)CC2)c1 (centres undefined)	0.026	-7	0.1	0.1	7	-7	-6	138	0.0045
43	COC(=O)c1c(NC(=O)CSc2nnnn2-c2ccc3c(c2)OCO3)sc(C)c1C	1.1	11	0.0	0.4	9	-23	-5	91	1.7
44	CC(C)CN1C(=O)NC(NC(=O)c2cccs2)(C(F)(F)F)C1=O (centres undefined)	0.26	4	-0.3	0.0	2	-20	4	97	0.77
45	CCOC(=O)Cc1csc(NC(=O)C2CCCN(S(=O)(=O)c3cnc[nH]3)C2)n1 (centres undefined)	-0.63	7	-0.7	0.1	0	-7	11	77	0.22
46	CC(C)CNS(=O)(=O)c1ccc(CCC(=O)N2CCN(Cc3ccc4c(c3)OCO4)CC2)cc1	0.94	4	-0.7	0.8	11	24	13	106	-2.1
47	O=[n+]1c2c(n([O-])c3cc(F)ccc31)CCCC2	-0.34	-5	0.4	-0.2	14	-5	-16	106	-0.24
48	O=C(Cc1coc2ccc3ccccc3c12)N1CCCC1	-0.39	-8	0.1	0.6	7	-64	1	63	0
49	Cc1ccccc1OCCCC(=O)Nc1ccc2c(c1)OCO2	1.1	0	-0.4	0.6	0	8	-3	108	-1.6
50	CC(C)(C)C(=O)c1sc(Nc2ccccc2)nc1N	3.1*	-6	-0.2	0.2	-48	26	-4	93	0.67
51	Cc1sc(-n2cccc2)c(C(=O)O)c1C	0.062	-4	0.2	-0.4	-2	6	1	82	-2.9
52	O=C(CN1C(=O)CCS(=O)(=O)c2ccccc21)Nc1cccc(F)c1	-1.6	3	.	-0.9	7	.	.	112	0.12
53	CC1CCCN(S(=O)(=O)c2ccc(S(=O)(=O)N3CCCN(Cc4ccccc4)C3)cc2)C1 (centres undefined)	0.4	-15	0.7	-0.6	0	-10	-4	65	0.15
54	CCC(Sc1ccccn1)C(=O)Nc1nnc(C)s1 (centres undefined)	0.38	-5	-1.5	-0.8	17	.	0	60	0.11
55	Cc1nnc(NC(=O)CCC(=O)N2CCC(C)CC2)s1	-0.019	5	-1.2	0.3	2	-18	-1	132	0.3
56	Cc1cc(N2CCCCC2)n2nc(C)c(-c3ccccc3)c2n1	-0.89	4	0.0	1.8	11	-9	2	82	-0.00084
57	CC(=O)N(C(C)=O)c1c(N2CCOCC2)c2ccccc2oc1=O	0.21	4	-0.5	0.0	14	-6	-1	103	0.057
58	C=CCn1c(SCc2c(C)noc2C)nc2sc3c(c2c1=O)CCCCC3	-0.86	0	-1.6	-0.4	-5	1	6	67	0.58
59	CCOC(=O)c1cccc(NC(=O)C(C)N2C(=O)c3ccccc3C2=O)c1 (centres undefined)	0.00074	-4	-0.7	-1.3	12	10	0	97	0.97
